Dengue-2 NS5 capping – flavivirus cap methylation enzyme inhibition – biochemical, confirmation dose response, primary screen (AID 588689). Dengue-2 NS5 methyltransferase capping enzyme assay, biochemical; higher % means a stronger effect. one-dose inhibition, % at 25 µM; IC50 in µM for titrated hits. 340,000 compounds, 0.3% hits; in the data active means a potency from the dose series; inconclusive means inhibition above about 29% without an active follow-up result
AID2073 – inhibitors of Mint1-CaV2.2 protein interaction, biochemical, HTRF (AID 2073). HTRF protein-protein interaction, Mint1-CaV2.2; higher % means a stronger effect. inhibition, % at 20 µM; hits with a dose series show IC50 in µM. 290,000 compounds, 0.19% hits; in the data active means inhibition mostly above about 51%, no sharp cut-off; inconclusive means no clear call, values can overlap the other calls; inactive means mostly below about 53%; further: some results filed as inactive read as strong as hits
NTR1 agonist – agonists of NTR1, primary screen, imaging, U2OS cells, beta-arrestin-GFP, high content (AID 493036); activation, % at 20 µM; 330,000 compounds, 0.17% hits; NTR1-U2OS beta-arrestin-GFP spot imaging, agonist mode;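 active means activation at or above 40% of the spot to cytoplasm intensity ratio, with at least 20 cells analyzed; inconclusive means wells under 20 cells, flagged as cytotoxic or low count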;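 further: 0% = DMSO without peptide and 100% = 100 nM NTR1 peptide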
Target sequence (P30989 whole entry, looked up): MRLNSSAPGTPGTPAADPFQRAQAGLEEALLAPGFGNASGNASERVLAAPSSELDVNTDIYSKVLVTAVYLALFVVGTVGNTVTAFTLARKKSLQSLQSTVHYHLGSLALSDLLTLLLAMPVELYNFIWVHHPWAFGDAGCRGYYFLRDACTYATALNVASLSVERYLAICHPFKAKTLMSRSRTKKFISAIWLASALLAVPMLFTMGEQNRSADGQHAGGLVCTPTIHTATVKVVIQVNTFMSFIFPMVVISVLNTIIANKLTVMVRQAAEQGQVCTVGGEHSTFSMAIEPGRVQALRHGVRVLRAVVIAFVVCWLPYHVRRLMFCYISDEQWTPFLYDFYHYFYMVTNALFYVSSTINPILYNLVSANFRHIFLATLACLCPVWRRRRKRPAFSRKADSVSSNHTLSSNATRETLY
Autophagy HCS – autophagy modulation, high-content screen. MEF GFP-LC3 puncta imaging; test concentration mostly 10 µM. calls only at 10 µM (by protocol). 190,000 compounds, 0.98% hits;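 active means percentage of spot-positive cells more than 3 SD above its plate mean, without a fluorescence outlier flag or 80% toxicity; inconclusive means no clear call, values can overlap the other calls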;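 further: spot-positive cell cutoff set from DMSO-treated cells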
GPR35 antagonists – inhibition of zaprinast-stimulated GPR35 beta-arrestin translocation – imaging, U2OS, beta-arrestin-GFP, zaprinast agonist, primary screen (AID 2058) | 290,000 compounds, 0.052% hits | inhibition, % at 10 µM, or IC50 in µM where a hit was titrated | U2OS GPR35 beta-arrestin-GFP translocation imaging, zaprinast antagonism; higher % means a stronger effect;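 active means inhibition of at least 50% with at least 30 cells and total cytoplasm GFP at most 10,000,000; inconclusive means under 30 cells or total GFP of 10,000,000 plus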
K1F lysis inhibition – protection from phage-mediated lysis, alamar blue read-out – E. coli UTI89, K1F phage, bacterial capsule biogenesis inhibitors (AID 488966) | 340,000 compounds, 0.02% hits | E. coli UTI89 K1F phage lysis, alamar blue, 2 h; higher % means a stronger effect | one-dose inhibition, % at 100 µM; IC50 in µM for titrated hits;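 active means phage lysis inhibition, versus mean bacterial control, above a set limit; inconclusive means no clear call, values can overlap the other calls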;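 further: capsule biogenesis inhibitors block K1F phage lysis so surviving cells raise fluorescence; higher fluorescence means more inhibition of phage lysis; actives were called in the ten point dose series up to 300 µM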
LYP inhibition – PTPN22 lymphoid phosphatase activity blockers – biochemical, fluorescence intensity, uHTS (AID 1779) | 290,000 compounds, 0.054% hits | inhibition, % at 11.5 µM, or IC50 in µM where a hit was titrated | recombinant LYP phosphatase, fluorescence intensity; higher % means a stronger effect; in the data active means inhibition above about 50%;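 further: plate controls were vehicle with enzyme for no effect and no enzyme for full effect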
WT yeast gro inh – growth inhibition of WT yeast, mitochondrial fusion screen; mitochondrial fusion phenotypic screen, WT strain; inhibition, % at 10 µM; 190,000 compounds, 2.1% hits; in the data active means inhibition above about 58%; tested in S. cerevisiae
RSV antiviral HEp-2 – inhibition of RSV-induced cytopathic effect – HEp-2 cells, primary 10 µM value included (AID 2391). CPE inhibition, % at 10 µM, or IC50 in µM where a hit was titrated. 310,000 compounds, 0.13% hits. HEp-2 cells, RSV-induced CPE inhibition; higher % means a stronger effect; in the data active means a potency from the dose series; inconclusive means CPE inhibition mostly from about 23% at the one dose, without a potency; inactive means the rest, 99 in 100 with CPE inhibition below about 21%; further: strong numbers were not always called active
WT yeast gro inh mutant strain – second read-out of WT yeast gro inh, no call of its own (marks repeat the call); inhibition, %; mitochondrial fusion phenotypic screen, mutant strain inhibition
Autophagy HCS cell loss 18 h – second read-out of Autophagy HCS, no call of its own (marks repeat the call); toxicity, %; measured here: cell loss, nuclei count;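 cell loss after 18 h compound exposure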
NTR1 agonist cell count 20 µM – also measured in NTR1 agonist; calls as there; cell count; measured here: cell count, cytotoxicity flag
Dengue-2 NS5 capping pilot replicate – further read-out of Dengue-2 NS5 capping, marked with its call; inhibition, %; measured here: pilot screen replicate inhibition
Active calls of the source: *; i = inactive; ? = inconclusive; / = not tested or not shown; [ ] = dose if it differs, or a comment.

SMILES	Dengue-2 NS5 capping	AID2073	NTR1 agonist	NTR1 agonist cell count 20 µM	Autophagy HCS	Autophagy HCS cell loss 18 h	GPR35 antagonists	K1F lysis inhibition	LYP inhibition	WT yeast gro inh	WT yeast gro inh mutant strain	RSV antiviral HEp-2	others
CC1(C)CC2CC(C)(CN2CC(O)COc2ccccc2)C1 (stereo not given)	-4.7%	-10.1%	-1.4	36	i	4.5	12.6%	-0.2%	-5.7%	-12.5	-11.6	-0.8%
COc1ccccc1NC(=O)C1=C(C)NC2=C(C(=O)CCC2)C1c1ccc2c(c1)OCO2 (stereo not given)	-2.0%	3.3%	-0.8	55	i	10.1	-4.4%	5.5%	-1.5%	10.1	18.8	0.9%
COc1ccc(S(=O)(=O)N2CCN(CC(=O)Nc3cccc(F)c3)CC2)cc1	-4.1%	-5.1%	2.7	31	i	9.3	10.2%	-0.4%	-3.5%	0.2	2.6	2.2%
Cc1ccc(C2(C)NC(=O)N(CC(=O)Nc3ccc4c(c3)OCO4)C2=O)cc1 (stereo not given)	-0.8%	-8.0%	0.4	98	i	8.3	-0.1%	0.8%	1.6%	0.1	6.1	1.9%
COc1ccc(CN2CCCC(C(=O)Nc3cccc(-n4cccn4)c3)C2)c(F)c1 (stereo not given)	-3.9%	-3.6%	-0.3	58	/	/	1.6%	2.1%[50 µM]	-4.8%	/	/	3.5%
CCc1cccc(CC)c1NC(=S)NC(C)c1ccccc1 (stereo not given)	-0.9%	-3.0%	-1.0	90	i	-9.2	23.7%	-0.6%	-0.7%	60.1*	13.3*	?
CCOC(=O)C(=O)Nc1sc(C(=O)N(CC)CC)c(C)c1C#N	-9.6%	-9.5%	0.9	58	i	-6.3	-12.7%	0.6%	-8.8%	-5.0	7.3	2.1%
COc1ccc(N=Nc2cnc(C)nc2-c2ccccc2)cc1	1.4%	-0.8%	0.7	44	i	-12.5	7.4%	0.0%	2.5%	23.0	22.0	3.9%
COc1ccccc1N1CCN(C(=O)COc2cccc3ccccc23)CC1	1.3%	12.9%	1.6	74	/	/	7.2%	0.0%	6.3%	/	/	13.6%
O=C(COc1cc2oc(=O)c3c(c2cc1Cl)CCC3)Nc1ccc(CN2CCOCC2)cc1	-9.2%	-0.2%	-0.3	65	/	/	-5.3%	0.0%	-1.5%	/	/	1.0%
CC(=O)c1c(C)[nH]c(C(=O)NCCc2ccc(Cl)cc2)c1C	-6.3%	-12.9%	-0.7	47	i	14.4	-11.5%	0.3%	1.0%	-16.7	7.0	7.2%
CCc1nnc(NC(=O)c2cc(Cl)ccn2)s1	-11.6%	-0.3%	0.6	44	/	/	9.2%	-0.2%	-5.3%	/	/	-0.8%
O=C(Nc1ccc2c(c1)OCO2)c1ccc2c(c1)OCO2	1.8%	6.1%	2.4	53	i	25.5	7.0%	-7.3%	-3.5%	6.8	21.4	2.0%
CN(C)S(=O)(=O)N1CCN(c2ccc([N+](=O)[O-])c(NC3CC3)c2)CC1	-10.9%	2.1%	2.1	41	i	8.3	4.6%	-0.1%	2.9%	-10.2	-12.2	2.6%
CCc1sc(C(=O)Nc2ncccc2O)cc1C	-11.4%	1.2%	1.6	64	/	/	5.5%	0.5%	-9.6%	/	/	1.3%
Cc1ccc2ncccc2c1NS(=O)(=O)c1ccccc1	-4.0%	34.2%	-0.6	81	i	7.2	15.0%	0.5%	-7.4%	-1.4	17.0	1.2%
C/C(=N\NC(=S)NCc1ccccc1)c1ccc2ccccc2c1OC(F)F	-13.2%	0.6%	5.7	35	i	-0.8	4.8%	-0.1%	8.5%	68.2*	15.0*	?
CCCN1CCC(NC(=O)Nc2ccc([N+](=O)[O-])cc2)CC1	-2.5%	3.9%	0.3	36	i	5.8	-5.2%	-3.0%	-2.4%	-5.8	3.1	-1.6%
O=S(=O)(Nc1cccc(-c2ccc3nncn3n2)c1)c1cc(F)ccc1F	3.7%	/	1.7	53	/	/	/	0.0%[50 µM]	/	/	/	-0.2%
S=C1NC2=C(CCCC2=C2SCCS2)C(c2ccccc2)N1 (stereo not given)	-4.4%	15.4%	8.0	28	i	9.4	-3.3%	-0.8%	1.9%	31.6	31.5	-0.2%
CC(C)c1ccc(NC(=O)c2ccccc2NC(=O)C2CCCCC2C(=O)O)cc1 (stereo not given)	0.4%	0.4%	-0.9	38	/	/	-15.6%	-0.7%	1.1%	/	/	1.5%
Cc1[nH]c(C)c(S(=O)(=O)N2CCCCC2)c1C(=O)N1CCCC1	-17.7%	7.1%	-0.2	50	/	/	-4.1%	0.2%	-5.6%	/	/	-0.2%
Cc1nnc(SCc2cc(=O)[nH]c(/N=C(\N)Nc3ccccc3Sc3ccccc3)n2)s1	-3.1%	-1.6%	-1.7	26	i	6.7	-10.6%	0.1%	8.4%	3.8	1.5	0.5%
COc1ccc(-n2c(C)cc(/C=C3/SC(=S)N(C)C3=O)c2C)cc1	-9.4%	4.6%	/	/	i	15.5	-3.0%	5.6%	3.3%	28.0	9.7	1.2%
COc1c(O)cccc1[C@@H](O)C1CCN(CCc2ccc(F)cc2)CC1	14.9%	/	-3.9	60	/	/	/	0.3%	/	/	/	0.4%
(continued)
SMILES	Dengue-2 NS5 capping	AID2073	NTR1 agonist	NTR1 agonist cell count 20 µM	Autophagy HCS	Autophagy HCS cell loss 18 h	GPR35 antagonists	K1F lysis inhibition	LYP inhibition	WT yeast gro inh	WT yeast gro inh mutant strain	RSV antiviral HEp-2	others
CCCn1c2ccccc2c2nnc(SCc3[nH]c(=O)[nH]c3C(=O)CCCCC(=O)OCC)nc21	-9.5%	-15.3%	0.7	57	i	1.0	5.2%	2.0%	2.6%	-20.8	4.3	9.7%
Cc1cc(C(=O)OCC(=O)NNC(=O)c2cccs2)ccc1[N+](=O)[O-]	4.4%	/	-1.4	71	/	/	/	0.1%[50 µM]	/	/	/	-1.4%
Cc1ccc(S(=O)(=O)Nc2cnn(-c3ccccc3)c(=O)c2Cl)cc1	-12.8%	1.4%	-0.3	41	i	1.4	12.6%	-0.1%	2.1%	-4.5	6.4	-0.4%
O=[N+]([O-])c1cc(-c2nnc(Nc3ccccc3)c3ccccc23)ccc1N1CCOCC1	/	3.9%	5.4	92	i	10.8	3.0%	-0.5%	15.2%	-6.4	-10.2	9.3%
COc1cc(C2C(C#N)=C(N)Oc3c2ccc2ccccc32)ccc1OCC(=O)Nc1ccc(C)cc1 (stereo not given)	9.4%	11.2%	1.6	56	i	12.8	0.6%	-1.5%	-2.9%	1.4	9.3	0.9%
COC(=O)c1ccc(C(=O)NC2CCCc3c2cnn3-c2ccc(C)c(C)c2)cc1 (stereo not given)	-3.2%	8.7%	4.3	68	/	/	1.9%	0.9%[50 µM]	-4.4%	/	/	1.2%
Cc1cc(C)cc(OCC(=O)OCC(=O)N2CC(=O)Nc3ccccc32)c1	-2.2%	-0.5%	0.5	61	i	-3.7	14.0%	0.1%	-0.9%	-13.4	12.7	-1.5%
CCOc1ccc(CNc2ccc(N3CCOCC3)c(C(=O)O)c2)cc1	20.9%	11.2%	4.4	39	i	0.1	-6.1%	1.1%	-2.2%	-23.2	-10.4	4.5%
O=C(CCC(=O)c1cccs1)NCc1ccc(F)cc1	-7.5%	?	5.4	68	i	-21.4	-14.5%	0.9%	1.7%	1.1	21.7	0.6%	Dengue-2 NS5 capping pilot replicate=-6.7
O=[N+]([O-])c1ccc2nc(CN3CCCCC3)[nH]c2c1	/	-10.4%	-0.1	49	i	0.8	-2.7%	0.0%	-3.8%	-7.7	10.6	0.0%
O=C(Nc1ccc(Cl)cc1)Nc1ccccc1Sc1ncc([N+](=O)[O-])s1	14.1%	-15.5%	5.3	59	/	/	-3.3%	-1.9%	-7.2%	/	/	/
O=C(Nc1cccc(F)c1)c1ccc(S(=O)(=O)N2CCCC2)cc1	-1.4%	6.5%	-4.7	36	i	-0.8	-3.5%	-0.7%	-1.9%	4.7	11.8	3.1%
Cc1cc(O)c(NC(=O)c2ccc(C)c([N+](=O)[O-])c2)cc1C	/	17.5%	-0.3	35	i	8.6	-13.2%	/	0.7%	-6.3	-4.5	1.2%
COc1ccc(-n2nc(C(=O)NCC(=O)NCc3ccc(F)cc3)c3ccccc3c2=O)cc1OC	-2.4%	7.9%	13.5	45	/	/	-14.7%	0.1%	-5.1%	/	/	18.0%
CC(C)c1nn2c(=O)cc(COc3cccc(NC(=O)c4ccco4)c3)nc2s1	-9.8%	16.9%	2.7	73	/	/	-6.9%	0.0%	-11.6%	/	/	0.4%

Molecules shown so far containing a Cl atom:
SMILES	Dengue-2 NS5 capping	AID2073	NTR1 agonist	NTR1 agonist cell count 20 µM	Autophagy HCS	Autophagy HCS cell loss 18 h	GPR35 antagonists	K1F lysis inhibition	LYP inhibition	WT yeast gro inh	WT yeast gro inh mutant strain	RSV antiviral HEp-2	others
O=C(COc1cc2oc(=O)c3c(c2cc1Cl)CCC3)Nc1ccc(CN2CCOCC2)cc1	-9.2%	-0.2%	-0.3	65	/	/	-5.3%	0.0%	-1.5%	/	/	1.0%
CC(=O)c1c(C)[nH]c(C(=O)NCCc2ccc(Cl)cc2)c1C	-6.3%	-12.9%	-0.7	47	i	14.4	-11.5%	0.3%	1.0%	-16.7	7.0	7.2%
CCc1nnc(NC(=O)c2cc(Cl)ccn2)s1	-11.6%	-0.3%	0.6	44	/	/	9.2%	-0.2%	-5.3%	/	/	-0.8%
Cc1ccc(S(=O)(=O)Nc2cnn(-c3ccccc3)c(=O)c2Cl)cc1	-12.8%	1.4%	-0.3	41	i	1.4	12.6%	-0.1%	2.1%	-4.5	6.4	-0.4%
O=C(Nc1ccc(Cl)cc1)Nc1ccccc1Sc1ncc([N+](=O)[O-])s1	14.1%	-15.5%	5.3	59	/	/	-3.3%	-1.9%	-7.2%	/	/	/
